Assay outcomes deposited in PubChem BioAssay by several laboratories.
TRPC6 act: mouse TRPC6 channel activation; HEK293-TRPC6 membrane potential dye fluorescence; hits give high values; B-score at 10 µM; actives 0.13% (n = 310,000); AID 2550;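 active means B-score of the integrated fluorescence ratio above library mean plus 3 SD, and starting fluorescence ratio within library mean plus 5 SD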;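 further: higher score means more depolarization so channel activation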
Target sequence (Q61143 whole entry, looked up): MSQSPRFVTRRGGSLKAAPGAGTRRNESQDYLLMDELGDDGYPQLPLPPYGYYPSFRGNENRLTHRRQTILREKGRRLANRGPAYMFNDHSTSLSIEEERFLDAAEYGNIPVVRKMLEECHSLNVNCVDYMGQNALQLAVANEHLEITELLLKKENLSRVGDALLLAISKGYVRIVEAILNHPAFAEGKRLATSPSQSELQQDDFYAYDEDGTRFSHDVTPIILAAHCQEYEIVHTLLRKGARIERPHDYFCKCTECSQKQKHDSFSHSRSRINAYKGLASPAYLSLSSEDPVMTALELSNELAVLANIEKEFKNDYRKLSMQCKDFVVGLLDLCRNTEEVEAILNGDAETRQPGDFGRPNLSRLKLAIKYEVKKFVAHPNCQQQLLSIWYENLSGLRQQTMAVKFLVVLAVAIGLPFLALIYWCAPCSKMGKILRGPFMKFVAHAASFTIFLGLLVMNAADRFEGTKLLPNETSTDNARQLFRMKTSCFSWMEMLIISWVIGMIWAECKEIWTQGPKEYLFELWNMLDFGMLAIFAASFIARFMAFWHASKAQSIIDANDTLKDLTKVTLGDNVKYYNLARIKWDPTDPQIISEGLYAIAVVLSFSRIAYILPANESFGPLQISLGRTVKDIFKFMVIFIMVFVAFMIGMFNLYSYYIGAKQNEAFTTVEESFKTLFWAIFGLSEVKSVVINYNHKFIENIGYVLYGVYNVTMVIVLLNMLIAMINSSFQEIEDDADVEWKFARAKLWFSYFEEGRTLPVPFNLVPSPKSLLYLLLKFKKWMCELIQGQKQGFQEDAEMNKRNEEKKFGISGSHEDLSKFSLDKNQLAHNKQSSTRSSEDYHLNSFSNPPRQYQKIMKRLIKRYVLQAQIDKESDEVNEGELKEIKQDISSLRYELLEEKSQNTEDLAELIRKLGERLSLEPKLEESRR
TRPC6 inhibitor: blocks the mouse TRPC6 cation channel. Q61143. HEK293-TRPC6, membrane potential dye, ACh-evoked depolarization; hits give low values. B-score at 10 µM. actives 1.1% (n = 310,000). AID 2553;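 active means B-score under library mean minus 3 SD, initial fluorescence not abnormally high, positive integrated signal ratio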;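 further: B-score derived from integrated fluorescence ratio over the kinetic read; more negative B-score means stronger inhibition of depolarization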
Platelet DG rel: platelet dense granule release activity. human platelet-rich plasma, SFLLRN dense granule ATP release, luminescence. actives 0.22% (n = 300,000). inhibition, %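 (compounds screened at 7.5 µM in platelet-rich plasma)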. AID 1663;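 active means mean replicate score, as percent of positive control, at or above 50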
RGS4 pot: RGS4 potentiation or activation; B-score at 10 µM; actives 0.92% (n = 310,000); HEK293 M3R/inducible RGS4, carbachol calcium flux Fluo4; hits give low values;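 active means B-score of the integrated calcium signal more than 4 SD below the library mean, with starting fluorescence not abnormally high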;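 further: negative B-score means reduced calcium response which marks RGS4 activation or potentiation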
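Test system: HEK293 cells with stable M3R and inducible RGS4; also added: carbachol at ECmax as muscarinic agonist stimulus; schedule: dye loading 30 min 37 °C, buffer rest 30 min RT; technique: kinetic calcium fluorescence imaging with Fluo4-AM dye, 2 µM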
RGS4 block: human RGS4 inhibition | B-score at 10 µM | P49798 | HEK293 M3R/RGS4 inducible, Fluo-4 calcium flux; hits give high values; triggered by carbachol at its EC20 | actives 0.45% (n = 310,000);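 active means B-score, a plate-corrected calcium signal, over three deviations above library mean, with baseline fluorescence within five deviations of library mean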;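 further: RGS4 expression induced by doxycycline in cells with stable M3 receptor; B-score is computed from the integrated fluorescence ratio over baseline after carbachol; higher B-score means a larger calcium signal and so more RGS4 inhibition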
MrgX1 allo act: human MrgX1 positive allosteric modulation, primary screen. B-score at 10 µM. MrgX1-HEK293, Fluo-4 calcium flux, FDSS; hits give high values. actives 0.63% (n = 310,000). Q96LB2;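 active means plate-corrected calcium response at least 3 library SD above typical, normal starting fluorescence, not activating the receptor alone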;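 further: compound read alongside a low EC10 to EC30 dose of BAM8-22 agonist; peak minus trough fluorescence over baseline measured at the second addition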
MrgX1 antagonist: blocks BAM8-22 activation of human MrgX1 receptor. MRGX1-HEK293 calcium flux, Fluo-4, BAM8-22 antagonism; hits give low values. actives 1.3% (n = 310,000). AID 588676. B-score at 10 µM;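 active means calcium-response B-score plate-corrected more than 3 library SD below zero, starting fluorescence within 5 deviations, no agonist response on first addition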;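 further: peak minus trough fluorescence over baseline after final BAM8-22 challenge near maximal dose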
SKKanGAS inh: blocks kanamycin growth of S. pyogenes SKKanGAS strain; BacTiter-Glo, 6 h; inhibition, % at 7.5 µM; actives 1.3% (n = 300,000); AID 1662;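 active means mean replicate score, as percent of positive control median, at least 50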;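 further: strain carries kanamycin resistance gene driven by streptokinase promoter and grows in 40 µg/ml kanamycin; loss of luminescence reflects streptokinase promoter inhibition or plain growth inhibition; 0% = median of DMSO wells and 100% = positive control at its reference dose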
MrgX1 ag: activates human MrgX1 receptor signaling. B-score at 10 µM. MrgX1-HEK293 cells, Fluo-4 calcium fluorescence, agonist mode; hits give high values. actives 0.44% (n = 310,000);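 active means calcium response B-score plate-corrected fluorescence ratio at least 3 library SD, with starting fluorescence B-score inside 5 SD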
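Test system: HEK293 cells stably expressing human MrgX1 receptor; amount: 15,000 cells per well; doses: compound delivered in addition one of three; times: overnight plating before 1 h dye loading; detection: Fluo-4 NW calcium-flux fluorescence, kinetic read; read-out basis: B-scored fluorescence response ratio; controls: positive and negative controls per plate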
TRPC4 block: inhibitors of mouse TRPC4 channel; Q9QUQ5; HEK293 TRPC4beta/mu-opioid, DAMGO-evoked Fluo4 calcium flux; hits give low values; B-score at 10 µM; actives 0.39% (n = 300,000); AID 2247;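 active means B-score over 3 SD under the library average, no early fluorescence shift, positive overall ratio signal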
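Test system – stable TRPC4beta/mu-opioid receptor HEK293 cells · Probe or stimulus – DAMGO, a submaximal dose followed by a maximal one · Dosing – one concentration per compound · Signal – Fluo4 calcium fluorescence by kinetic imaging, 5 s 1 Hz baseline · Evaluation – per-well B score of integrated baseline-normalized Fluo4 ratio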
HIF activator: HIF pathway transcriptional activation. U2OS HRE-luciferase reporter, luminescence; normalized: DMSO 0%, desferrioxamine 100%. activation, % at 7.5 µM (by protocol). actives 0.32% (n = 300,000). AID 1910;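 active means mean activation of at least 10% of the iron chelator positive control signal, with at least half of replicates also reaching 10%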
The depositor's hits bear a star; & = joins results of further samples.

What do the screens show for `CC(C)CN(C(=O)COC(=O)c1nc(Cl)ccc1Cl)c1c(N)n(Cc2ccccc2)c(=O)[nH]c1=O`?
TRPC6 act: inactive; TRPC6 inhibitor: inactive; Platelet DG rel: 44; RGS4 pot: inactive; RGS4 block: inactive; MrgX1 allo act: inactive; MrgX1 antagonist: inactive; SKKanGAS inh: 1; MrgX1 ag: inactive; TRPC4 block: inactive; HIF activator: -0.6

What do the screens show for `Cc1ccc(S(=O)(=O)N2c3ccc(S(N)(=O)=O)cc3CC2C)cc1` (centres undefined)?
TRPC6 act: inactive; TRPC6 inhibitor: inactive; Platelet DG rel: 1; RGS4 pot: inactive; RGS4 block: inactive; MrgX1 allo act: inactive; MrgX1 antagonist: inactive; SKKanGAS inh: 3; MrgX1 ag: inactive; TRPC4 block: inactive; HIF activator: -0.2

What do the screens show for `COc1ccc(Cl)cc1N(CC(=O)N1CCCCC1)S(C)(=O)=O`?
TRPC6 act: inactive; TRPC6 inhibitor: inactive; Platelet DG rel: -4; RGS4 pot: inactive; RGS4 block: inactive; MrgX1 allo act: inactive; MrgX1 antagonist: inactive; SKKanGAS inh: -8; MrgX1 ag: inactive; TRPC4 block: inactive; HIF activator: 0.0

How did CCCCC(=O)Nc1ccc(NC(=O)c2cc(OC)c(OC)c(OC)c2)cn1 do in these assays?
TRPC6 act: inactive; TRPC6 inhibitor: inactive; RGS4 pot: inactive; RGS4 block: inactive; MrgX1 allo act: inactive; MrgX1 antagonist: inactive; SKKanGAS inh: -9; MrgX1 ag: inactive; TRPC4 block: inactive; HIF activator: -0.5

How did N#C/C(=N\O)c1nc(-c2ccccc2)cs1 do in these assays?
TRPC6 act: inactive; TRPC6 inhibitor: inactive; Platelet DG rel: 1&2; RGS4 pot: inactive; RGS4 block: inactive; MrgX1 allo act: inactive; MrgX1 antagonist: inactive; SKKanGAS inh: -7&-11; MrgX1 ag: inactive; TRPC4 block: inactive; HIF activator: 0.2&0.1

What do the screens show for `CC(=O)N1CCc2cc(S(=O)(=O)N3CCOCC3)ccc21`?
TRPC6 act: inactive; TRPC6 inhibitor: inactive; RGS4 pot: inactive; RGS4 block: inactive; MrgX1 allo act: inactive; MrgX1 antagonist: inactive; SKKanGAS inh: -5; MrgX1 ag: inactive; TRPC4 block: inactive; HIF activator: -0.6

How did O=C(c1ccccc1)N1N=C(c2ccccc2)CC1c1ccccc1 (centres undefined) do in these assays?
TRPC6 act: inactive; TRPC6 inhibitor: inactive; Platelet DG rel: -4; RGS4 pot: inactive; RGS4 block: inactive; MrgX1 allo act: inactive; MrgX1 antagonist: inactive; SKKanGAS inh: 8; MrgX1 ag: inactive; TRPC4 block: inactive; HIF activator: -2.9

What do the screens show for `COCCNS(=O)(=O)c1cccc2cccnc12`?
TRPC6 act: inactive; TRPC6 inhibitor: inactive; Platelet DG rel: -4; RGS4 pot: inactive; RGS4 block: inactive; MrgX1 allo act: inactive; MrgX1 antagonist: inactive; SKKanGAS inh: -1; MrgX1 ag: inactive; TRPC4 block: inactive

How did Cc1sc2ncnc(NCC(c3ccco3)N3CCCC3)c2c1C (centres undefined) do in these assays?
TRPC6 act: inactive; TRPC6 inhibitor: inactive; Platelet DG rel: 0; RGS4 pot: inactive; RGS4 block: inactive; MrgX1 allo act: inactive; MrgX1 antagonist: inactive; SKKanGAS inh: 0; MrgX1 ag: inactive; TRPC4 block: inactive; HIF activator: -0.2

What do the screens show for `COc1ccc(CNC(=O)Cc2cn(C)c3ccccc23)c(OC)c1`?
TRPC6 act: inactive; TRPC6 inhibitor: inactive; Platelet DG rel: 7; RGS4 pot: inactive; RGS4 block: inactive; MrgX1 allo act: inactive; MrgX1 antagonist: inactive; SKKanGAS inh: -4; MrgX1 ag: inactive; TRPC4 block: inactive; HIF activator: -3.7

What do the screens show for `COCCOC(=O)C1=C(C)Nc2nc(C)nn2C1c1ccccc1` (centres undefined)?
TRPC6 act: inactive; TRPC6 inhibitor: inactive; Platelet DG rel: 2; RGS4 pot: inactive; RGS4 block: inactive; MrgX1 allo act: inactive; MrgX1 antagonist: inactive; SKKanGAS inh: -4; MrgX1 ag: inactive; TRPC4 block: inactive; HIF activator: -0.1

How did CCN(CC)S(=O)(=O)c1cccc(NC(=O)COC(=O)C2CC3C=CC2C3)c1 (centres undefined) do in these assays?
TRPC6 act: inactive; TRPC6 inhibitor: inactive; Platelet DG rel: -4; RGS4 pot: inactive; RGS4 block: inactive; MrgX1 allo act: 6.5*; MrgX1 antagonist: inactive; SKKanGAS inh: -14; MrgX1 ag: inactive; TRPC4 block: inactive; HIF activator: -0.4

How did O=C(CN1CCCC1)Nc1ccc(OC(F)(F)F)cc1 do in these assays?
TRPC6 act: inactive; TRPC6 inhibitor: inactive; Platelet DG rel: -7; RGS4 pot: inactive; RGS4 block: inactive; MrgX1 allo act: inactive; MrgX1 antagonist: inactive; SKKanGAS inh: 0; MrgX1 ag: inactive; TRPC4 block: inactive; HIF activator: -19

Results for NC1=NC(=Nc2ccc(S(=O)(=O)N3CCOCC3)cc2)c2ccccc21 ?
TRPC6 act: inactive; TRPC6 inhibitor: inactive; Platelet DG rel: 5; RGS4 pot: inactive; RGS4 block: inactive; MrgX1 allo act: inactive; MrgX1 antagonist: inactive; SKKanGAS inh: 3; MrgX1 ag: inactive; TRPC4 block: inactive; HIF activator: 0.2

How did O=C(NCc1cccnc1)c1ccc(NS(=O)(=O)c2ccccc2)cc1 do in these assays?
TRPC6 act: inactive; TRPC6 inhibitor: inactive; Platelet DG rel: 7; RGS4 pot: inactive; RGS4 block: inactive; MrgX1 allo act: inactive; MrgX1 antagonist: inactive; SKKanGAS inh: 2; MrgX1 ag: inactive; TRPC4 block: inactive; HIF activator: -0.2

How did CCCCOCCCNC(=O)N[C@H](C(=O)O)C(C)CC (some centres undefined) do in these assays?
TRPC6 act: inactive; TRPC6 inhibitor: inactive; Platelet DG rel: 1; RGS4 pot: inactive; RGS4 block: inactive; MrgX1 allo act: inactive; MrgX1 antagonist: inactive; SKKanGAS inh: -2; MrgX1 ag: inactive; TRPC4 block: inactive; HIF activator: 0.1

How did O=C(CSc1nc2ccccc2c(=O)n1CCCN1CCOCC1)c1c[nH]c2ccccc12 do in these assays?
TRPC6 act: inactive; TRPC6 inhibitor: inactive; Platelet DG rel: 2; RGS4 pot: inactive; RGS4 block: inactive; MrgX1 allo act: inactive; MrgX1 antagonist: inactive; SKKanGAS inh: -1; MrgX1 ag: inactive; TRPC4 block: inactive; HIF activator: -0.5

How did Cc1ccc(S(=O)(=O)CCC(=O)NCCN2C(=O)S/C(=C\c3ccccc3)C2=O)cc1 do in these assays?
TRPC6 act: inactive; TRPC6 inhibitor: inactive; Platelet DG rel: 2; RGS4 pot: inactive; RGS4 block: inactive; MrgX1 allo act: inactive; MrgX1 antagonist: inactive; SKKanGAS inh: -3; MrgX1 ag: inactive; TRPC4 block: inactive; HIF activator: 0.2

Results for CC(Oc1ccc(Br)cc1)C(=O)Nc1ccc(S(=O)(=O)Nc2nccs2)cc1 (centres undefined) ?
TRPC6 act: inactive; TRPC6 inhibitor: inactive; Platelet DG rel: 1; RGS4 pot: inactive; RGS4 block: inactive; MrgX1 allo act: inactive; MrgX1 antagonist: inactive; SKKanGAS inh: 7; MrgX1 ag: inactive; TRPC4 block: inactive; HIF activator: -0.3

How did Cc1cc(C(=O)CCC(=O)N2CCN(c3ccccc3)CC2)c(C)s1 do in these assays?
TRPC6 act: inactive; TRPC6 inhibitor: inactive; Platelet DG rel: 5; RGS4 pot: inactive; RGS4 block: inactive; MrgX1 allo act: inactive; MrgX1 antagonist: inactive; SKKanGAS inh: -1; MrgX1 ag: inactive; TRPC4 block: inactive; HIF activator: -0.3

What do the screens show for `CCOc1c(Br)cc(CNc2ccc(N3CCN(C(C)=O)CC3)cc2)cc1OC`?
TRPC6 act: inactive; TRPC6 inhibitor: inactive; Platelet DG rel: -9; RGS4 pot: inactive; RGS4 block: inactive; MrgX1 allo act: inactive; MrgX1 antagonist: inactive; SKKanGAS inh: -13; MrgX1 ag: inactive; TRPC4 block: inactive; HIF activator: -0.4

What do the screens show for `O=C1CCC(C(=O)O)(c2ccccc2)C1` (centres undefined)?
TRPC6 act: inactive; TRPC6 inhibitor: -5.1*; Platelet DG rel: -10; RGS4 pot: inactive; RGS4 block: inactive; MrgX1 allo act: inactive; MrgX1 antagonist: inactive; SKKanGAS inh: 0; MrgX1 ag: inactive; TRPC4 block: inactive; HIF activator: 0.1

Results for COc1cc(-c2n[nH]c(=S)n2Cc2ccccc2)cc(OC)c1OC ?
TRPC6 act: inactive; TRPC6 inhibitor: inactive; Platelet DG rel: 3; RGS4 pot: inactive; RGS4 block: inactive; MrgX1 allo act: inactive; MrgX1 antagonist: inactive; SKKanGAS inh: -2; MrgX1 ag: inactive; TRPC4 block: inactive; HIF activator: -2.9

What do the screens show for `Cc1ccc[n+](C(C)C(=O)Nc2ccc(C)c(C)c2)c1` (centres undefined)?
TRPC6 act: inactive; TRPC6 inhibitor: inactive; Platelet DG rel: -3; RGS4 pot: inactive; RGS4 block: inactive; MrgX1 allo act: inactive; MrgX1 antagonist: inactive; SKKanGAS inh: -5; MrgX1 ag: inactive; TRPC4 block: inactive; HIF activator: 0.7

What do the screens show for `CCOP(=O)(OCC)c1nc(-c2ccc(Br)cc2)oc1N1CCCCC1`?
TRPC6 act: inactive; TRPC6 inhibitor: inactive; Platelet DG rel: 3; RGS4 pot: inactive; RGS4 block: inactive; MrgX1 allo act: inactive; MrgX1 antagonist: inactive; SKKanGAS inh: 10; MrgX1 ag: inactive; TRPC4 block: inactive; HIF activator: -0.1

Results for Clc1ccc(Nc2ccccc2)nn1 ?
TRPC6 act: inactive; TRPC6 inhibitor: inactive; Platelet DG rel: -29; RGS4 pot: inactive; RGS4 block: inactive; MrgX1 allo act: inactive; MrgX1 antagonist: inactive; SKKanGAS inh: -13; MrgX1 ag: inactive; TRPC4 block: inactive; HIF activator: 0.1
